M5 ag – human M5 muscarinic receptor agonists, primary screen, CHO-K1 cells, Fluo-8 calcium fluorescence. Muscarinic acetylcholine receptor M5 (Homo sapiens), P08912. CHO-K1 hM5 cells; 0% DMSO wells, 100% maximal acetylcholine response. activation, % at 3 µM. 360,000 tested, 0.19% active;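 active = activation above the run's mean over test compounds plus 3 SD, cut at about 23% in these data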;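 note: signal is peak over basal fluorescence ratio across the kinetic read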
Target sequence (P08912 whole entry, looked up): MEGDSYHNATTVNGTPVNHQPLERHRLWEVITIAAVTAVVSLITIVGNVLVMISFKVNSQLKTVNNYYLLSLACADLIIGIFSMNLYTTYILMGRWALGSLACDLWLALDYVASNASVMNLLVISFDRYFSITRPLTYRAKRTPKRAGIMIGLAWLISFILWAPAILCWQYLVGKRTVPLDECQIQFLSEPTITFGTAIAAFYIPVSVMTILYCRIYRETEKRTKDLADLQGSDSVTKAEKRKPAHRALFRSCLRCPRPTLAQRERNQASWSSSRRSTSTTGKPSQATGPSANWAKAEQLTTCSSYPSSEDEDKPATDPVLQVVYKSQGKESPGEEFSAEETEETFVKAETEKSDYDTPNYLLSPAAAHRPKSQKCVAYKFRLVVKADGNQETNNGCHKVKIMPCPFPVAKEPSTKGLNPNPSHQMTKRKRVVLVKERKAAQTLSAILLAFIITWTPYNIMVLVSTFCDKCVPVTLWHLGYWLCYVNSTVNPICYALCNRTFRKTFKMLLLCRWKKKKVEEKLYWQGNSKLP
CRFR2-BP antag – antagonists of CRF-BP/CRF-R2 complex, primary screen, cell-based, HEK293, calcium dye fluorescence, uHTS | 350,000 tested, 0.59% active | inhibition, % at 11.8 µM | CRF-induced calcium fluorescence;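 active = inhibition of the ligand-induced calcium signal above about 50% at the single tested concentration, limit read from the data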
CRFR2-BP ag – agonists of CRF-BP/CRF-R2 complex, primary screen, cell-based, HEK293, calcium dye fluorescence, uHTS; CRF-binding protein / CRF receptor 2 complex (human); calcium dye fluorescence (FLIPR); percent of saturating CRF peptide response; activation, % at 13.2 µM; 350,000 tested, 0.46% active;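 active = activation of at least 50%, plus an integration ratio under a set limit after plate pattern correction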;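 note: plate controls were neutral control wells without compound for no effect and CRF at EC100 for full effect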
CHRM5 PAM – human M5 muscarinic receptor positive allosteric modulators, primary screen, CHO-K1 cells, Fluo-8 calcium fluorescence; Muscarinic acetylcholine receptor M5 (Homo sapiens), P08912; CHO-K1 hM5, ACh EC20 PAM; 0% = ACh EC20, 100% = ACh EC100; activation, % at 3 µM; 360,000 tested, 0.3% active;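 active = activation above the run cutoff, the mean activation of all test compounds plus 3 SD, cut at about 18% in these data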
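system = human M5 receptor in CHO-K1 cells | compound = one concentration, 3 µM final (nominal) | schedule = Post-acetylcholine fluorescence recording 140 s | signal = Fluo-8 calcium dye fluorescence, kinetic read | benchmarks = low control EC20 acetylcholine (0%), high control EC100 acetylcholine (100%) | repeats = singlicate, one well per test compound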
M4 antag – human M4 muscarinic receptor antagonists, primary screen, CHO cells, Fluo-8 calcium fluorescence; Muscarinic acetylcholine receptor M4 (Homo sapiens), P08173; CHO-hM4 cells, ACh EC80; inhibition, % at 3 µM; 360,000 tested, 0.73% active; AID 624125, 2012;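 active = inhibition above its plate's cutoff, the mean inhibition of sample wells plus 3 SD, cut at about 27% in these data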;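 note: 0% = acetylcholine EC80 with DMSO and 100% = DMSO without agonist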
Target sequence (P08173 whole entry, looked up): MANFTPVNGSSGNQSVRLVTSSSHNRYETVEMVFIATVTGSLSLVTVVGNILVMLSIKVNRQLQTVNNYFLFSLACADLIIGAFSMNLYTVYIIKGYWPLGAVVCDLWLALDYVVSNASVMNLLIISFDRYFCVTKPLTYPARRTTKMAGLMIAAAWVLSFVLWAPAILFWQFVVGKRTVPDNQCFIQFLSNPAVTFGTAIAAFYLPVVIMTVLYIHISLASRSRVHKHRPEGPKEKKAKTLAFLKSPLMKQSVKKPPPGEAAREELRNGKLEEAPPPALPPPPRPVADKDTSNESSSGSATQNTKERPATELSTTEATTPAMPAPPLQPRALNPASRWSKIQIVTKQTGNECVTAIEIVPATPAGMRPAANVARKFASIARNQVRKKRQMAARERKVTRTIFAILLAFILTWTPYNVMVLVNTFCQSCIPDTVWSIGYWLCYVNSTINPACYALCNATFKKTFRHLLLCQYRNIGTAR
CHRM4 agonist – human M4 muscarinic receptor agonists, primary screen, CHO-K1 cells, Fluo-8 calcium fluorescence. AID 624127, 2012. CHO-K1 hM4/Gqi5; vehicle 0%, full acetylcholine response 100%. Muscarinic acetylcholine receptor M4 (Homo sapiens), P08173. 360,000 tested, 0.14% active. activation, % at 3 µM;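 active = activation above the run mean over all test wells plus 3 SD, cut at about 32% in these data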;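 note: peak over basal fluorescence ratio per well then scaled between controls; 0% = DMSO wells and 100% = acetylcholine at EC100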
M1 PAM – human M1 muscarinic receptor positive allosteric modulators, primary screen, CHO-K1 cells, Fluo-8 calcium fluorescence, 1536-well. Muscarinic acetylcholine receptor M1 (Homo sapiens), P11229. CHO-K1 hM1, ACh EC20; 0% = ACh EC20, 100% = maximal ACh. activation, % at 3 µM. 360,000 tested, 0.088% active. AID 588819, 2011; in the data active = activation above about 19%, passing the limit was not always enough
CHRM4 PAM – human M4 muscarinic receptor positive allosteric modulators, primary screen, CHO-K1 cells, Fluo-8 calcium fluorescence. AID 624126, 2012. activation, % at 3 µM. 360,000 tested, 0.4% active. CHO-K1 hM4/Gqi5, ACh EC20; 0% = ACh EC20, 100% = maximal ACh. Muscarinic acetylcholine receptor M4 (Homo sapiens), P08173;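 active = activation above its plate's cutoff, the mean activation of sample wells plus 3 SD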; note: some results filed as inactive read as strong as hits
CHRM5 antagonist – human M5 muscarinic receptor antagonists, primary screen, CHO cells, Fluo-8 calcium fluorescence. CHO-hM5 cells, ACh EC80. inhibition, % at 3 µM. AID 624040, 2012. Muscarinic acetylcholine receptor M5 (Homo sapiens), P08912. 360,000 tested, 0.59% active;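 active = inhibition above a per-plate cutoff, the mean of that plate's test compounds plus 3 SD, cut at about 27% in these data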;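 note: 0% = acetylcholine EC80 with DMSO and 100% = DMSO without agonist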
* hit, by the source's call; · = no result given; & = joins results of further samples.

Each structure is followed by: CRFR2-BP ag, M5 ag, CHRM5 antagonist, CHRM5 PAM, CHRM4 PAM, M4 antag, CHRM4 agonist, CRFR2-BP antag, M1 PAM
Cc1cc(NC(=O)c2ccc(COc3ccccc3Cl)o2)no1
→ -1.2, -3, 10, -1, -2, -2, 1, 0, 1
O=C(COC(=O)C1(c2ccccc2F)CCCC1)N1CCNC1=O
→ 1.1, -3, -1, 3, 0, 1, 2, 20, 0
CC(CNS(=O)(=O)c1ccccc1)Sc1ncccn1 (stereo not given)
→ 3.7, 3, 1, 6, 2, 6, 1, -1, -1
Cc1cc(C(=O)O)cc(S(=O)(=O)NNC(=O)c2cccs2)c1C
→ 0.0, -4, -1, -2, 9, -23, 0, -3, 5
CC(C)C(=O)NC(=S)Nc1ccc(S(=O)(=O)NC2CCCCC2)cc1
→ -0.2, -1, 4, -7, -3, -4, 7, 0, 0
CCc1nnc(NS(=O)(=O)c2ccc(N/C=C/C(=O)c3ccc(C)cc3)cc2)s1
→ 0.3, -2, 1, -5, 2, -2, -1, 16, 7
CCCn1cc(S(=O)(=O)CC(=O)N2CCc3ccccc32)c2ccccc21
→ -1.1, 3, 4, -15, -6, -7, 7, 9, -4
COc1ccc(-n2c(SCC(=O)N3CCOCC3)nc(O)c(Cc3ccccc3)c2=O)cc1
→ 0.9, 0, -4, -1, 4, -2, 0, -5, 6
Cn1c(NCCCN2CCOCC2)nc2c1c(=O)n(Cc1ccc(Cl)cc1)c(=O)n2C
→ -0.9, -1, -13, 1, -4, 3, 1, -3, 6
COc1ccccc1/C=C/C1(C(=O)NC2CCCC2)CC(=O)N1c1ccc(C)cc1 (stereo not given)
→ 2.2, -2, 1, -3, -9, 4, -2, -7, -3
CCc1nc(Nc2ccc(F)cc2)c2oc3ccccc3c2n1
→ 14, -7, 1, -7, -2, -9, 8, -30, -4
C=CCn1c(C)cc(C2=NNC(=NCC)SC2)c1C
→ -1.6, -6, 12, -6, 0, -2, 1, 1, -18
Cn1c(=O)c2c(nc(N3CCN(Cc4ccccc4)CC3)n2CC(=O)c2ccccc2)n(C)c1=O
→ 0.7, -2, -2, -1, 9, -10, 3, 1, 7
CC(=NNC(N)=S)c1ccc2cc3c(cc2c1)OCO3
→ -2.0, 0, 12, -8, -1, -5, 8, 26, -15
O=C(CCS(=O)(=O)c1ccccc1)N1CCN(c2ccccc2)CC1
→ -0.5, -3, 16, -1, 6, -4, 2, -6, 10
COc1cccc(CNc2ncnc3cc(OC)c(OC)cc23)c1
→ 1.0, -1, -2, -7, 2, 3, 6, 3, 2
CS/C(=N\S(=O)(=O)c1cccs1)Nc1ccc(Br)cc1F
→ -4.3&-2.1, -2&-1, 15&11, -4&-8, -1&0, -2&7, 3&2, 5&4, 17&-3
O=c1[nH]c2cc3c(cc2cc1CN(CCN1CCOCC1)C(=S)NCC1CCCO1)OCO3 (stereo not given)
→ -2.6, 1, 10, 5, 4, -4, 0, -6, 13
Cc1cccc(NS(=O)(=O)c2ccc(C)c(C(=O)NCc3ccncc3)c2)c1
→ 1.7, 1, -1, -2, 4, -3, 1, -7, 2
CCCCN1C(C(=O)Nc2ncccn2)=C(O)c2ccccc2S1(=O)=O
→ -0.9, -4, 4, 2, -20, -20, 2, -1, 7
Nc1n[nH]c(-c2cccc([N+](=O)[O-])c2)n1
→ 0.7, -1, 2, -3, -4, -1, 0, 4, 5
CCOC(=O)CN(C(=O)CNC(=O)c1ccco1)C(C(=O)NC1CCCCC1)c1cccnc1 (stereo not given)
→ -1.0, -2, 3, -1, -5, 0, 2, 7, 7
Cc1ccccc1NC(=O)CCCNC(=O)c1ccc(Cl)cc1
→ -0.8, -4, 13, -2, 1, -11, 4, -2, 14
CS(=O)(=O)N(CC(=O)N1CCCC1)c1cc(Cl)ccc1Cl
→ 0.2, -8, -6, 8, -1, -3, 1, 3, 4
CC1=C(C(=O)N(C)C)CC(CC(=O)NCCc2ccccn2)C(=O)N1Cc1ccc(C(C)(C)C)cc1 (stereo not given)
→ -0.6, 1, 2, -3, 10, -10, 1, -4, 11
COc1ccccc1C(CNC(=O)CNC(=O)c1ccc(Cl)c(Cl)c1)N1CCCC1 (stereo not given)
→ -0.3, -11, 7, -21, -4, 10, 1, 21, 8
Cc1cc2nc(-c3ccc(NC(=O)C(C)C)cc3)oc2cc1C
→ -1.8, 1, 2, -4, -1, -3, 2, 3, 3
COc1ccc(CC(=O)NNc2ncnc3c2cnn3-c2ccc(C)cc2)cc1OC
→ -1.6, -2, -3, 5, 0, -4, 1, -21, -4
O=c1[nH]c(=S)[nH]c2c1C(c1cccc(C(F)(F)F)c1)OC(CCc1ccccc1)C2 (stereo not given)
→ ·, 4, 1, -10, 5, -18, 3, ·, ·
CCCCN(C)C(=O)C(Cc1ccccc1)NS(=O)(=O)c1ccc2c(c1)c(=O)n(C)c(=O)n2C (stereo not given)
→ 1.3, 3, -1, -7, -6, -3, 10, -7, -9
O=S1(=O)CC(N2CCSCC2)CN1Cc1cn(Cc2ccc(Cl)cc2)nn1 (stereo not given)
→ ·, 1, 4, -2, 8, -2, 2, ·, ·
NC(=S)N/N=C/c1ccccc1OCc1cccc(Cl)c1
→ -0.7, -2, -3, -2, 7, 18, -3, 13, 4
CC(CCN1C(Nc2ccccc2)=NC[C@@H]1C)c1ccccc1 (stereo not given in full)
→ 0.8, -11, 7, 3, -3, 8, 2, -13, -2
O=C(N/N=C/c1cc(Cl)cc([N+](=O)[O-])c1O)c1ccc2c(c1)OCO2
→ -2.7, 0, 6, -6, -3, -5, 0, 18, 18
Cc1ccc(S(=O)(=O)/C(C#N)=C/c2c(N3CC(C)OC(C)C3)nc3c(C)cccn3c2=O)cc1 (stereo not given)
→ 3.4, -2, 6, -10, -3, -2, -1, -7, -3
COc1c(F)c(F)c(-c2csc(N)n2)c(F)c1F
→ -1.4, -2, -2, 5, 8, 1, 1, -8, 9
CCN(CC)CCCNC(=O)COc1ccc2oc3c(c2c1)CCCC3
→ 0.2, -6, 21, -17, -9, -4, 3, -5, -25
C=CCOc1ccc(/C=C2\SC(=S)N(C(C(=O)O)c3ccccc3)C2=O)cc1 (stereo not given)
→ -3.5, 0, 18, -1, -5, 1, 0, 55*, 1
O=C(NCCOCc1ccc(Cl)cc1)c1ncn[nH]1
→ 1.1, -1, 2, 16, 11, -5, -1, -33, 12
COC(=O)CN1C(=O)C2(C(C#N)=C(N)Oc3n[nH]c(-c4cccs4)c32)c2ccccc21 (stereo not given)
→ 0.5, -2, 5, 2, 13, -4, 1, 7, 3
COc1cc(/C=C2/C(=N)N3N=C(CC(=O)N4CCOCC4)SC3=NC2=O)ccc1OCc1ccc(F)cc1
→ 2.9, -1, 6, 4, -5, 5, 1, 14, -3
COCCNC(=S)NNC(=O)c1cc(C2CC2)nc2ccccc12
→ 0.4, -1, -13, -2, -4, -5, 0, 19, 6
CCOc1ccc2[nH]c3c(N4CCc5ccccc5C4)ncnc3c2c1
→ -0.9, -7, 17, -9, -14, 6, 7, -16, 21
COc1ccc(C)cc1NC(=O)COC(=O)c1ccc([N+](=O)[O-])o1
→ 2.9, 0, 6, 2, 10, 3, 3, -4, 11
CCOC(=O)CCc1c(C)nc2c(c(C)nn2C(C)(C)C)c1C
→ 0.3, 1, -1, 4, 4, -10, -1, 3, 10
O=C(CSc1nnc(COc2ccccc2)o1)c1ccccc1
→ -1.6, -4, 5, -4, -8, 13, 1, 13, 2
CN(C)C(CNC(=O)Cc1cccc(C(F)(F)F)c1)c1ccco1 (stereo not given)
→ 0.7, -3, -3, 4, -1, 4, 0, 4, 4
O=C(CSc1ccccn1)Nc1nc2ccccc2s1
→ -0.2, 0, -3, -6, 6, -5, 1, -3, -7
O=c1c2ccccc2[nH]c(=S)n1Cc1ccccc1
→ -1.0, -4, 11, -8, -3, 7, 2, -8, -6
c1ccc(N2CCN(c3ccc4nncn4n3)CC2)nc1
→ 6.4, 2, 7, -7, 8, -10, 1, 0, 4
COc1ccc(/C(N)=N/OC(=O)Cc2ccccc2OC)cc1
→ 0.7, -4, 1, 2, -9, 8, -1, 11, -3
NS(=O)(=O)c1ccc(N=Nc2c(O)c(C(=O)O)cc3ccccc23)cc1
→ -1.5, -4, -3, 1, 1, -6, 1, 15, 4
Cn1cc(C(=O)N/N=C/c2cccs2)c2ccccc21
→ -0.8, -1, 8, -10, 5, 0, 0, 1, 0
O=C(N/N=C/c1cc(Cl)cc([N+](=O)[O-])c1O)c1ccccc1NS(=O)(=O)c1cccs1
→ 0.0, -1, 2, -6, -3, 8, 1, 14, 4
CCN(C(=O)COC(=O)C1=COCCO1)c1c(N)n(Cc2ccccc2)c(=O)[nH]c1=O
→ -0.5, 0, -4, 5, -4, 4, 1, 9, 2
COc1ccc(CCNC(=O)Nc2cccs2)c(OC)c1
→ -1.1, 0, -4, -3, 4, 0, 3, 21, -1

Rewritten with values ahead of the structure: part of the list above.
CRFR2-BP ag,M5 ag,CHRM5 antagonist,CHRM5 PAM,CHRM4 PAM,M4 antag,CHRM4 agonist,CRFR2-BP antag,M1 PAM,molecule
-1.6,-4,5,-4,-8,13,1,13,2,O=C(CSc1nnc(COc2ccccc2)o1)c1ccccc1
0.7,-3,-3,4,-1,4,0,4,4,CN(C)C(CNC(=O)Cc1cccc(C(F)(F)F)c1)c1ccco1 (stereo not given)
-0.2,0,-3,-6,6,-5,1,-3,-7,O=C(CSc1ccccn1)Nc1nc2ccccc2s1
-1.0,-4,11,-8,-3,7,2,-8,-6,O=c1c2ccccc2[nH]c(=S)n1Cc1ccccc1
6.4,2,7,-7,8,-10,1,0,4,c1ccc(N2CCN(c3ccc4nncn4n3)CC2)nc1
0.7,-4,1,2,-9,8,-1,11,-3,COc1ccc(/C(N)=N/OC(=O)Cc2ccccc2OC)cc1
-1.5,-4,-3,1,1,-6,1,15,4,NS(=O)(=O)c1ccc(N=Nc2c(O)c(C(=O)O)cc3ccccc23)cc1
-0.8,-1,8,-10,5,0,0,1,0,Cn1cc(C(=O)N/N=C/c2cccs2)c2ccccc21
0.0,-1,2,-6,-3,8,1,14,4,O=C(N/N=C/c1cc(Cl)cc([N+](=O)[O-])c1O)c1ccccc1NS(=O)(=O)c1cccs1
-0.5,0,-4,5,-4,4,1,9,2,CCN(C(=O)COC(=O)C1=COCCO1)c1c(N)n(Cc2ccccc2)c(=O)[nH]c1=O
-1.1,0,-4,-3,4,0,3,21,-1,COc1ccc(CCNC(=O)Nc2cccs2)c(OC)c1

Random draw from the library, and some 2.6% of all compounds hit somewhere here.
